HePTP inh – inhibitors of human HePTP phosphatase, primary screen, biochemical, absorbance, leukemia target; Tyrosine-protein phosphatase non-receptor type 7 (Homo sapiens), P35236; recombinant HePTP phosphatase activity, OD absorbance; inhibition, % at 20 µM; 0.64% of 110,000 active; AID 521, 2006; in the data active = inhibition above about 50%;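 also: plate controls were vehicle for no effect and reference inhibitor for full effect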
Target sequence (P35236 whole entry, looked up): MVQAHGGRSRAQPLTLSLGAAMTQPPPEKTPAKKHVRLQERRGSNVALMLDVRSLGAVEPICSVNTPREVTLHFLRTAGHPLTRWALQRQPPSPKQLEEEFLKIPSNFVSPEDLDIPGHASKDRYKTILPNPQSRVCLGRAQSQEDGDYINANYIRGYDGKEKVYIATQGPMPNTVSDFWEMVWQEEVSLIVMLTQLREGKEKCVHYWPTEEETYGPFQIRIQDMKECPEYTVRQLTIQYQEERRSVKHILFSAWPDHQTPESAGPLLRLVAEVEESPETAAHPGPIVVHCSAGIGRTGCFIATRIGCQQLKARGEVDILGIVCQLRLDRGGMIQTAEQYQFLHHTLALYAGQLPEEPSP
BAP1 block – inhibitors of BAP1 deubiquitinase, primary screen, biochemical, Ub-AMC fluorescence, kinetic | Ubiquitin carboxyl-terminal hydrolase BAP1 (Homo sapiens), Q92560 | recombinant BAP1, Ub-AMC hydrolysis fluorescence kinetic; active compounds read low | activity remaining (% of control), % at 20 µM | 0.48% of 72,000 active;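 active = activity remaining at or below 50% of control, provided the compound also passes the data quality filters; inactive = the rest, including low values that fail the filters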;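 also: 100% = DMSO wells rate and 0% = substrate alone blank rate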
Target sequence (Q92560 whole entry, looked up): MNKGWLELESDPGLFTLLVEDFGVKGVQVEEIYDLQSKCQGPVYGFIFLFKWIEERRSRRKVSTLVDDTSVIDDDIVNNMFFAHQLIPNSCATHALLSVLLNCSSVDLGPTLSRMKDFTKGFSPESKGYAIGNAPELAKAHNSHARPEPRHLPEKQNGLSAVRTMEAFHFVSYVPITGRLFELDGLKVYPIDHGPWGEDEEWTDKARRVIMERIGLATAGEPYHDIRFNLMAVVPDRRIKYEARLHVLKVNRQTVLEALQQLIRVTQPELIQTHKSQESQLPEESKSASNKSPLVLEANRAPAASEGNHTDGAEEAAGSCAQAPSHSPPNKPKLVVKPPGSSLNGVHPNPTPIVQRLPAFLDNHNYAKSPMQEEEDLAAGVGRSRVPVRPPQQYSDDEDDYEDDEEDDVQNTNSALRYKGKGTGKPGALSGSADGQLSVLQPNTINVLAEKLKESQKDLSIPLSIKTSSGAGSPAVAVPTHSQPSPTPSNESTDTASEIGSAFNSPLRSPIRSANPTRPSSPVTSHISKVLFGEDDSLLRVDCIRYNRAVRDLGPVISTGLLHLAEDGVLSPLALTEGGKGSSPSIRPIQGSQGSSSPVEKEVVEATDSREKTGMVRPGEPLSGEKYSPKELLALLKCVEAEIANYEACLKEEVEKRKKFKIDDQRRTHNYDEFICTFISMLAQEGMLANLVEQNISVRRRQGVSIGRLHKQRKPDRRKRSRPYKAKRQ
Starred values were filed as active, the others as inactive; · = no result given; & = joins results of further samples.

Each structure is followed by: HePTP inh	BAP1 block
O=C(Nc1ccc(-c2nc3ccccc3o2)c(O)c1)c1cccc(Cl)c1Cl
  1	·
O=C(NCc1ccco1)c1cc(-c2cccs2)on1
  7	104
Cc1nn2c3c(cnc2c1-c1ccccc1)C(=O)CC(C)C3 (configuration not stated)
  1	108
O=C(COc1ccc(S(=O)(=O)Nc2ccccc2)cc1)N1CCOCC1
  9	70
CCOC(=O)c1c(NC(=O)CCC(=O)O)sc2c1CCCC2=O
  ·	116
CC(Oc1ccc(Cl)cc1Cl)C(=O)Nc1ccc(N2CCN(C)CC2)cc1 (configuration not stated)
  1	92
O=C(c1cccs1)N1CCN(C(=O)C2CCCO2)CC1 (configuration not stated)
  4	·
O=C(O)c1ccc(NC(=O)c2cc3cc([N+](=O)[O-])ccc3oc2=O)cc1
  -17	·
CCN(CC)c1ccc(N=Cc2cc(Cl)c(N)c(Cl)c2)cc1
  -8	·
CCC(=O)c1ccc(CCCCCC(=O)O)s1
  8	81
O=C(/C=C/c1ccc2c(c1)OCO2)Nc1ccc(Cl)c(Cl)c1
  0	·
COc1ccc(S(=O)(=O)n2nnc3ccccc32)cc1
  7	·
CCOc1ccc(-c2nnc(NC(=O)Nc3ccccc3)s2)cc1
  -4	·
Cc1c(Cl)c([N+](=O)[O-])nn1CC(=O)Nc1cc(Oc2ccccc2)cc(Oc2cccnc2)c1
  ·	64
O=C(Cn1cnc2c(nnn2Cc2ccccc2F)c1=O)OCc1ccccc1
  2	94
Cc1ccc(N(CC(=O)N2CCn3c2nc2ccccc23)S(=O)(=O)c2c(C)n[nH]c2C)cc1
  3	75
COc1ccc(S(=O)(=O)CCC(=O)NC2CCCCC2)cc1
  2	91
CC(=NCC(C)C)c1c(C)[nH]n(-c2ccc([N+](=O)[O-])cc2)c1=O
  5	·
CCOc1ccc(CCNC(=O)CCc2nc(-c3ccc(C)cc3)no2)cc1OCC
  6	84
O=C(Nc1nc2c(s1)CCCC2=O)c1cnccn1
  4	83

Each structure is followed by: HePTP inh	BAP1 block
CC(C)(C)c1ccc(/C=c2\sc3nnc(-c4ccccc4)n3c2=O)cc1
  -3	·
COc1ccc(-c2cc(C(F)(F)F)n3nc(C(=O)N4CCOCC4)c(Cl)c3n2)cc1
  -3&6	90
O=C(CN1C(=O)CCS(=O)(=O)c2ccccc21)Nc1ccc2c(c1)OCCO2
  3	113
Cc1cc(C)nc(SCC(=O)Nc2ccc(Cl)cn2)n1
  ·	51
Cc1cccc(-n2nnnc2SCC(=O)NCCN2C(=O)CSC2=O)c1
  3	130
O=C(Nc1ccc(Nc2ccccc2)cc1)c1ccccc1[N+](=O)[O-]
  -2	·
CCOc1cccc(C(=O)Nc2ccc(I)cc2Cl)c1
  5	·
COc1ccc(N2C(=O)CC(Sc3nc(C)c4ccccc4n3)C2=O)cc1 (configuration not stated)
  -2	·
O=C(CSc1nnc(C2COc3ccccc3O2)o1)NC1CCCCC1 (configuration not stated)
  -4	98
COc1ccc(C)cc1NC(=O)c1nnn(CCc2ccccc2)c1N
  6	103
N#CCc1ccc(NC(=O)c2cccs2)cc1
  ·	102
CN(C)CCN1C(=O)C(=O)/C(=C(/O)c2ccccc2)C1c1ccccc1[N+](=O)[O-] (configuration not stated)
  4	·
CCOC(=O)Nc1nnc(CCc2ccccc2)s1
  9	·
CCCC(=O)Nc1ccc2c(c1)nc1n2CCOC1
  0	97
Cc1nn(-c2ccc(C(=O)O)cc2)c(=O)c2ccccc12
  3	114
Cc1ccccc1OCC(=O)N1CCC(C(N)=O)CC1
  7	·
O=C(Nc1cccnc1)c1cnn2c(C(F)(F)F)cc(-c3cccs3)nc12
  4	·
Cc1cccc2c1nc(-c1ccccc1)n1nnnc21
  2	59
CCCOc1nc2c(c(=O)n(C)c(=O)n2C)n1CCC
  7	·
CC1(C)CC(=O)C2=C(C1)Nc1ccccc1N(C(=S)Nc1ccccc1)C2c1ccc2c(c1)OCO2 (configuration not stated)
  -11	·

Each structure is followed by: HePTP inh	BAP1 block
O=C(Nn1cnnc1)c1ccccc1CCc1ccccc1
  5	60
C=CCn1c(-c2ccco2)n[nH]c1=S
  6&6	99
O=c1cc(N2CCN(c3ccc(F)cc3)CC2)[nH]c(=O)n1C1CCCCC1
  -6	76
CCOC(=O)Cc1cc(=O)n(-c2nc3ccccc3s2)[nH]1
  -1	98
CCN1CCc2c(sc(NC(=O)Nc3ccc(Cl)cc3)c2C(N)=O)C1
  101*	·
Cn1c(=O)c2nc(-c3ccccc3)oc2c2ccccc21
  8	·
COc1cc(C2NC(=S)NC(C)=C2C(=O)Nc2ccc(Br)cc2)cc(OC)c1OC (configuration not stated)
  -7	·
CCOC(=O)c1cnc2scnn2c1=O
  3	116
CCCc1cc2c(=O)c(-c3ccccn3)c(C)oc2cc1O
  -5	·
CCNc1nc(OC)nc(SCC(N)=O)n1
  2	59
CCCCCCc1c(O)nc(SCC(=O)O)[nH]c1=O
  7	101
O=C(N/N=C/c1cccc(O)c1O)c1cccc(Cl)c1
  -13	·
CCCc1cc(=O)[nH]c(SCC(=O)N(Cc2ccccc2)C(C)C)n1
  3	96
COC(=O)c1ccc(-c2nc3nnc(C)n3[nH]2)cc1
  -5	·
Cc1cccc(C(=O)Nc2cccc(NC(=O)COc3ccccc3Cl)c2)c1
  105*	·
O=C(CNC(=O)c1cccs1)OCC(=O)c1cccs1
  3	89
CC1CCCC(C)N1c1nnc(NC(=O)Cn2c(=O)oc3ccccc32)s1 (configuration not stated)
  4	79
CCc1nc(OCCN(CC)CC)c2oc3ccccc3c2n1
  4	96
NS(=O)(=O)c1ccc(CCNc2ncnc3sccc23)cc1
  -1	94
COc1ccc(C2CC(=O)C3=C(C2)Nc2ccccc2NC3c2cc(F)ccc2F)cc1 (configuration not stated)
  -5	·

Each structure is followed by: HePTP inh	BAP1 block
O=C(c1ccc(Cl)cc1)N1CCN(c2ccc(F)cc2)CC1
  4	·
CC(C)(C)n1ncc2c(=O)n(CC(=O)N3CCCCCC3)cnc21
  3	98
CC(=O)c1c(O)c2ccccc2oc1=O
  ·	77
Oc1c(CN2CCOCC2)cc(-c2ccccc2)cc1CN1CCOCC1
  -4	105
Cc1ccc(S(=O)(=O)N2CCN(S(=O)(=O)c3ccc(C)cc3)C3OCCOC32)cc1 (configuration not stated)
  -8&-3	95
Cc1cc2nc(-c3ccc(SCC(=O)N4CCOCC4)nc3)[nH]c2cc1C
  7	·
Cc1ccc(C2CC(C(F)(F)F)n3nc(C(=O)NCc4c(C)nn(C)c4C)c(Cl)c3N2)cc1 (configuration not stated)
  0	120
COCCNC(=O)c1nn2c(C(F)(F)F)c3c(nc2c1Cl)-c1ccccc1CC3
  ·	88
Nc1nc(Oc2ccccc2)c(Br)c(=O)[nH]1
  6	·
CCCN1CCC(NC(=O)Nc2ccc(F)cc2F)CC1
  4	76
Cc1cc(NS(=O)(=O)c2ccc(NC(=O)c3cc(-c4ccccc4C)nc4ccccc34)cc2)nc(C)n1
  4	·
Cc1ccc(NC(=O)CN(C)S(=O)(=O)c2cccc3cccnc23)cc1
  7	99
CCOC(=O)C1C(=O)OC2(CCOC(C)(C)C2)C1C(=O)OCC (configuration not stated)
  4	99
COc1ccc(-n2nc3c(c2NC(=O)C24CC5CC(CC(C5)C2)C4)CS(=O)C3)cc1 (configuration not stated)
  -8	103
CCNC(=O)N1C(CC(=O)OCC)C(=O)NC2CCCCC21 (configuration not stated)
  0	91
N#Cc1c(NC(=O)CSc2nc(N)cc(=O)[nH]2)sc2c1CCCCCC2
  0	106
CCN(CC)c1nc(-c2ccccc2Cl)nc2ccccc12
  6	·
O=C(Nc1cccc2ccccc12)c1ccccc1[N+](=O)[O-]
  -2	·
CCOc1cc(S(=O)(=O)n2c(C)nc3ccccc32)ccc1F
  8	85
O=C(COc1ccccc1[N+](=O)[O-])Nc1ccc(Cl)cc1Cl
  -8	·

Sorted by SMILES length (descending): 16 of the compounds above
Each structure is followed by: HePTP inh	BAP1 block
Cc1cc(NS(=O)(=O)c2ccc(NC(=O)c3cc(-c4ccccc4C)nc4ccccc34)cc2)nc(C)n1
  4	·
Cc1ccc(C2CC(C(F)(F)F)n3nc(C(=O)NCc4c(C)nn(C)c4C)c(Cl)c3N2)cc1 (configuration not stated)
  0	120
COc1ccc(-n2nc3c(c2NC(=O)C24CC5CC(CC(C5)C2)C4)CS(=O)C3)cc1 (configuration not stated)
  -8	103
Cc1ccc(S(=O)(=O)N2CCN(S(=O)(=O)c3ccc(C)cc3)C3OCCOC32)cc1 (configuration not stated)
  -8&-3	95
COCCNC(=O)c1nn2c(C(F)(F)F)c3c(nc2c1Cl)-c1ccccc1CC3
  ·	88
Cc1cc2nc(-c3ccc(SCC(=O)N4CCOCC4)nc3)[nH]c2cc1C
  7	·
Cc1ccc(NC(=O)CN(C)S(=O)(=O)c2cccc3cccnc23)cc1
  7	99
CCOC(=O)C1C(=O)OC2(CCOC(C)(C)C2)C1C(=O)OCC (configuration not stated)
  4	99
Oc1c(CN2CCOCC2)cc(-c2ccccc2)cc1CN1CCOCC1
  -4	105
CCOc1cc(S(=O)(=O)n2c(C)nc3ccccc32)ccc1F
  8	85
O=C(c1ccc(Cl)cc1)N1CCN(c2ccc(F)cc2)CC1
  4	·
CCNC(=O)N1C(CC(=O)OCC)C(=O)NC2CCCCC21 (configuration not stated)
  0	91
CCN(CC)c1nc(-c2ccccc2Cl)nc2ccccc12
  6	·
CCCN1CCC(NC(=O)Nc2ccc(F)cc2F)CC1
  4	76
Nc1nc(Oc2ccccc2)c(Br)c(=O)[nH]1
  6	·
CC(=O)c1c(O)c2ccccc2oc1=O
  ·	77

Next section:
canonical_smiles,HePTP inh,BAP1 block
COC(=O)c1[nH]c(C)c(/C(O)=C2\C(=O)C(=O)N(CCN3CCOCC3)C2c2ccccc2OC)c1C (configuration not stated),-3,111
Cc1cccc(N2CCN(S(=O)(=O)c3ccccc3[N+](=O)[O-])CC2)c1C,-2,·
CCN1CCN(c2nc3c(c(=O)[nH]c(=O)n3C)n2CCSc2nc3ccccc3s2)CC1,16,87
CC1(C)Cc2c(sc3c2c(=N)n(Cc2ccco2)c(=O)n3Cc2ccc(F)cc2)CO1,5,·
COC(=O)c1cc(NC(=O)CN2CCC(C(N)=O)(N3CCCCC3)CC2)cc(C(=O)OC)c1,-8,56
CCOC(=O)CCC(=O)Nc1cc(-c2cccc(C)c2)[nH]n1,2,·
Cc1ccc(S(=O)(=O)N(C)Cc2cc3ccccc3[nH]c2=O)cc1,-10,68
CCOc1cccc(C=NN2CCN(c3ccc(Cl)cc3)CC2)c1O,4,·
Cc1ccc(C2C(C(=O)c3sc(-c4ccccc4)nc3C)=C(O)C(=O)N2CCN(C)C)o1 (configuration not stated),3,90
N/C(=N\OC(=O)COc1ccc2ccccc2c1)c1ccc([N+](=O)[O-])cc1,8,·
CC(C)(C)c1ccc(-c2nnc(-c3ccc4c(c3)OCO4)o2)cc1,4,·
CCOc1cc(C#N)c(NC(=O)c2ccco2)cc1OCC,4,109

canonical_smiles,HePTP inh,BAP1 block
COc1ccc(C2NC(=O)NC3=C2C(=O)N(Cc2ccccc2)C3)cc1 (configuration not stated),-1,·
COC(=O)C(=O)/C=C(/O)c1ccc(Br)cc1,12,·
O=C(Oc1cccc(-n2cnnn2)c1)C1CCCCC1,7,109
CC1CCN(C(=O)CSc2nncn2-c2ccccn2)CC1,1,74
O=C(CSc1nc2ccccc2o1)Nc1nc2ccccc2s1,2,98
CCOc1ccccc1NC(=O)C(=O)NCc1ccccc1Cl,1,·
COc1ccc(NC(=O)c2cc3nc(-c4ccc(OC)c(OC)c4)cc(C(F)(F)F)n3n2)cc1OC,·,109
COc1cc(OC)cc(C(=O)Nc2nc3ccc(Cl)cc3s2)c1,·,86
CCOc1ccc(NC(=O)N2CCC(NC(=O)c3ccco3)CC2)cc1,-3,87
COc1cccc(NC(=O)C(C#N)Cc2ccncc2)c1 (configuration not stated),0,103
O=C(c1cccnc1)N1CCN(CCCc2ccccc2)CC1,12,110
N#CCn1cc(/C=C(/C#N)C(=O)Nc2cccc(Br)c2)c2ccccc21,-4,·

canonical_smiles,HePTP inh,BAP1 block
Nc1nnn(Cc2ccccc2)n1,-17,94
O=C1CCCC2=C1C(c1ccc(Cl)c(Cl)c1)Nc1ccccc1N2 (configuration not stated),2,·
COC(=O)c1c(C)[nH]c(/C=C2\C(=O)C=Cc3ccccc32)c1O,6,·
O=S(=O)(Nc1ccc(O)cc1)c1cccc2cccnc12,8,97
CCOC(=O)c1ccc(N2C(=O)C3C(c4ccccc4C)OC4(C(=O)c5ccccc5C4=O)C3C2=O)cc1 (configuration not stated),10,·
CCCCCn1c(CNC(=O)CCC)nc2ccccc21,-3,99
O=C(c1cc(-c2cccs2)on1)N1CCCCC1,6,106
Cc1cccc(N2C(=O)CC(N3CCN(C(c4ccccc4)c4ccccc4)CC3)C2=O)c1 (configuration not stated),5,·
CCOC(=O)CNS(=O)(=O)c1cc(-c2n[nH]c(=O)c3ccccc23)ccc1C,4,74
CCOC(=O)c1[nH]cc(-c2ccccc2)c1N1CCOCC1,-2,92
COCCOC(=O)c1c(C)oc2ccc(OC(=O)c3ccc(OC)c(OC)c3)cc12,0,·
Cc1nc(NC(=O)CSc2nnc(C)n2CC2CCCO2)sc1C (configuration not stated),0,110

canonical_smiles,HePTP inh,BAP1 block
Cc1ccc(SC(C)c2nc(-c3ccccc3)no2)cc1 (configuration not stated),7,69
CCOC(=O)CSc1cn2c(n1)CCC2,4,150
COC(=O)Cn1cnc2c(nnn2-c2cccc(Cl)c2)c1=O,-1,95
O=C(CSc1nnnn1C1CCCCC1)Nc1nc2c(s1)CCCC2,1,87
O=C(CSc1ccccc1)N1CCN(c2ccccc2)CC1,2,100
COCCNC(=O)Cn1nc(C(F)(F)F)c(Br)c1C,-1,90
C=CCN1C(=O)/C(=C\c2ccc(OCCOc3cccc(OC)c3)c(OC)c2)SC1=S,-17,·

Source: PubChem

Rows were taken by chance; about 0.91% have a hit in one of these screens.
